# Screening results (PubChem)
# Mcl1 Noxa PPI – Mcl-1/Noxa binding inhibitors, primary screen, biochemical, TR-FRET, 1536-well. 220,000 compounds, 1.5% hits. Induced myeloid leukemia cell differentiation protein Mcl-1 (Homo sapiens), Q07820. TR-FRET Mcl-1/Noxa peptide binding, 2 h. inhibition, % at 21.7 µM. AID 1022, 2008;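 active = compounds that cut the protein-peptide binding signal by more than 50% relative to plate controls in a single-dose test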;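 also: His-tagged Mcl-1 with rhodamine Noxa BH3 peptide and terbium anti-His antibody; 0% = Mcl-1 plus Noxa peptide wells and 100% = peptide-only wells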
# Target sequence (Q07820 whole entry, looked up): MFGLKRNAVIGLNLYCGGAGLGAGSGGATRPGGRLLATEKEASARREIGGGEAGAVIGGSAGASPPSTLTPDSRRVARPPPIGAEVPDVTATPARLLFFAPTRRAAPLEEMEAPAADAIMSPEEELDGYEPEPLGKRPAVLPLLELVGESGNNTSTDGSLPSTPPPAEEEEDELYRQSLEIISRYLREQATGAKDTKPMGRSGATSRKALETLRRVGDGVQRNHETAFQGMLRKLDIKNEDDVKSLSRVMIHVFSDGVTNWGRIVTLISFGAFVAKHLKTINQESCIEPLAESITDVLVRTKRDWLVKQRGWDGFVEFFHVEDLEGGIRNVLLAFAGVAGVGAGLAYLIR
# Mcl1-Bid inh – Mcl-1/Bid binding inhibitors, primary screen, biochemical, TR-FRET, 1536-well; Induced myeloid leukemia cell differentiation protein Mcl-1 (Homo sapiens), Q07820; TR-FRET Mcl-1/Bid-Dy647 peptide binding; inhibition, % at 21.7 µM; 220,000 compounds, 0.97% hits; AID 1021, 2008;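 active = compounds that cut the binding signal by more than half at the single screening dose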;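 also: His-tagged Mcl-1 with europium anti-His antibody binding Bid BH3 peptide; 0% = Mcl-1 plus peptide wells and 100% = peptide-only wells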
# Pf gametocyte – late stage P. falciparum gametocyte viability inhibitors, primary screen, ATP luminescence, HTS | P. falciparum stage V gametocytes, 24 h | 150,000 compounds, 0.065% hits | inhibition, % at 10.9 µM;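 active = inhibition above the mean plus 3 SD of compounds within the control limits, set per campaign, cut at about 38% in these data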;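 also: 0% = DMSO wells and 100% = medium only without gametocytes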
# Rab2A wt mod – modulators of GTP binding to Rab2A wildtype, primary screen, biochemical, dog, bead-based flow cytometry, multiplex. AID 760, 2007. 190,000 compounds, 0.19% hits. GTP binding activity, % at 10 µM. GST-Rab2 wt beads, Bodipy-GTP binding. Ras-related protein Rab-2A (Canis lupus familiaris), P61105;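 active = GTP binding activity at least 20 points away from 100%, either lowered or raised; inconclusive = signal likely due to the compound's own green fluorescence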;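 also: 0% = beads with excess unlabeled GTP and 100% = no-compound control corrected for plate trend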
# GSH fluor – compound fluorescence on glutathione beads, profiling panel, artefact control, biophysical, 488/530 nm, flow cytometry; GSH beads flow cytometry, compound fluorescence 488/530 nm; stronger effect = higher value; fluorescence (KMESF) at 10 µM; 190,000 compounds, 0.25% hits; in the data active = fluorescence above about 89;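 also: glutathione beads carrying GST-tagged Bcl family fusion proteins plus one bare bead set; values are compound well signal with DMSO vehicle wells as background; inactives centre near 16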
# Avidin fluor – green autofluorescence of compounds with avidin beads – biophysical, 488/530 nm, flow cytometry, artefact control, profiling panel; 220,000 compounds, 0.38% hits; AID 1775, 2009; fluorescence (KMESF) at 10 µM; compound fluorescence 488/530 nm; stronger effect = higher value; in the data active = fluorescence above about 47; also: inactives centre near 10
# Cdc42 wt – modulators of GTP binding to wildtype Cdc42, primary screen, biochemical, multiplex bead flow cytometry, Bodipy-GTP; Cell division control protein 42 homolog (Homo sapiens), P60953; GST-Cdc42 beads; actives lie on both sides; percent activity (GTP binding), % at 10 µM; 190,000 compounds, 0.2% hits;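 active = percent activity GTP binding at least 20 points away from the 100% baseline, either down as inhibitor or up as activator; inconclusive = compound flagged as likely green fluorescent from well-wide comparison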;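 also: median bead fluorescence of bound Bodipy-FL-GTP at 100 nM; 0% = excess unlabeled GTP control and 100% = no compound control; below 100% means less GTP binding so inhibitor and above means activator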
# Target sequence (P60953 whole entry, looked up): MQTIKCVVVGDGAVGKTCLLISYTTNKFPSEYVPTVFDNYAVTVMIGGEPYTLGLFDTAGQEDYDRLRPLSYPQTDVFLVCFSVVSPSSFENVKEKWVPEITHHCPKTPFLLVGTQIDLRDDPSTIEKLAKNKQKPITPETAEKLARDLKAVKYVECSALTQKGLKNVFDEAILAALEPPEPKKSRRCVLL
# Rac1 wt GTP bind – wildtype Rac1 GTP binding modulators, primary screen, biochemical, GST-Rac1 beads, flow cytometry, multiplex; AID 757, 2007; Ras-related C3 botulinum toxin substrate 1 (Homo sapiens), P63000; 190,000 compounds, 0.27% hits; fluorescent GTP binding; actives lie on both sides; 0 = cold GTP competed, 100 = untreated; GTP binding activity (% of control), % at 10 µM;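 active = GTP binding activity at least 20 points away from the 100% control level, either lower or higher; inconclusive = compound flagged as likely green fluorescent, judged across all proteins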
# Rac1 act GTP bind – GTP binding modulators of activated mutant Rac1, primary screen, biochemical, bead-based flow cytometry, multiplex, fluorescent GTP; GST-Rac1 activated beads; actives lie on both sides; 100% means binding = to untreated wells; 190,000 compounds, 0.11% hits; Ras-related C3 botulinum toxin substrate 1 (Homo sapiens), P63000; AID 764, 2007; percent activity (GTP binding), % at 10 µM;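 active = GTP binding at least 20 percentage points away from the 100% baseline, in either direction, so actives lie on both sides; inconclusive = Compound likely fluorescent itself, or too few beads counted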
# HRas wt GTP bind – modulators of GTP binding to HRas wildtype, primary screen, biochemical, bead-based flow cytometry, multiplex; GTPase HRas (Homo sapiens), P01112; GST-Ras wt beads, Bodipy-FL-GTP binding; actives lie on both sides; GTP binding activity, % at 10 µM; 190,000 compounds, 0.14% hits; AID 759, 2007;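 active = GTP binding activity at least 20% away from the 100% baseline, either lowered as inhibitor or raised as activator; inconclusive = flagged as likely green fluorescent, judged across all proteins in the well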;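 also: 0% = unlabeled GTP competition control and 100% = no-compound control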
# Target sequence (P01112 whole entry, looked up): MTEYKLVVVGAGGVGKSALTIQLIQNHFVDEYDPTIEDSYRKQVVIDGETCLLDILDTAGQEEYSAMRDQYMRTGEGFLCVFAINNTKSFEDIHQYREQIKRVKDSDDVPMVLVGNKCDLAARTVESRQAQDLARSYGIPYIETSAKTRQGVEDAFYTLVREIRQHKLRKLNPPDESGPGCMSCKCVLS
# Rab7 wt modul – modulators of GTP binding to Rab7, primary screen, biochemical, wildtype, multiplex bead flow cytometry; AID 758, 2007; GST-Rab7 beads, fluorescent GTP binding; actives lie on both sides; untreated = 100%, excess cold GTP = 0%; GTP binding activity (percent of control), % at 10 µM; 190,000 compounds, 0.055% hits; Rab7 GTPase wild type (dog), Bodipy-FL-GTP binding;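 active = fluorescent GTP binding to Rab7 beads changed by at least 20 points from the 100% baseline, either direction, mostly lower; inconclusive = compound itself probably fluorescent, or too few beads counted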;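 also: median green fluorescence of bound Bodipy-FL-GTP per Rab7 bead population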
# * marks the source's active call; other numbers are inactive results; ? = inconclusive; · = no result given.
SMILES,Mcl1 Noxa PPI,Mcl1-Bid inh,Pf gametocyte,Rab2A wt mod,GSH fluor,Avidin fluor,Cdc42 wt,Rac1 wt GTP bind,Rac1 act GTP bind,HRas wt GTP bind,Rab7 wt modul
CCCCn1c(-c2nn(C)cc2Cl)n[nH]c1=S,0,-4,·,101,14,32,101,100,100,102,101
CCOc1ccc(CNC(=O)C2CCCN(S(C)(=O)=O)C2)cc1OC (centres undefined),-7,-8,·,98,33,14,102,106,100,101,101
CC(C(=O)NC1CCCC1)N(c1ccc(Oc2ccccc2)cc1)S(C)(=O)=O (centres undefined),-10,-37,·,92,9,9,95,99,95,95,94
COC(=O)CCC(=O)Nc1nccs1,15,-8,23,100,27,11,100,102,100,99,101
O=C(O)C1CCCN1S(=O)(=O)c1ccc2c(c1)CCC2 (centres undefined),7,5,5,95,37,11,97,99,96,97,94
Cc1[nH]c2ccccc2c1SCC(=O)N1CCN(c2ccccc2)CC1,22,-33,·,102,18,7,107,108,100,105,102
Cn1c(N)c(C(=O)CCl)c(=O)n(C)c1=O,-6,-29,-15,98,20,3,98,99,98,99,98
CN1/C(=C\C(=O)COC(=O)c2ccco2)C(C)(C)c2ccccc21,-1,-19,22,96,10,12,94,98,93,96,107
COc1cc(C(=O)NCC(=O)N/N=C(/C)c2ccc3c(c2)CCCC3)cc(OC)c1OC,13,-9,15,97,8,9,92,93,92,94,100
CCN(CC)CCN1C(=O)C(=O)/C(=C(/O)c2ccc(Cl)cc2)C1c1ccncc1 (centres undefined),2,-66,15,100,10,4,98,99,98,97,96
N#C/C(=C\c1cn(Cc2cccc(F)c2)c2ccccc12)C(=O)NCc1ccco1,3,-9,16,103,10,13,100,103,101,102,96
CCOC(=O)N1CCN(C(=O)CN(Cc2ccc(Cl)cc2)S(=O)(=O)c2ccc(C)cc2)CC1,5,-28,·,101,42,·,100,104,99,99,96
COc1cccc(/C=N/n2c(-c3ccco3)nc3ccccc3c2=O)c1OC,17,7,-33,99,15,12,97,101,95,100,101
NC(=O)NC(=O)COC(=O)c1ccc(OC(F)(F)F)cc1,2,4,·,97,8,9,90,92,93,96,103
COCCCn1c(SCc2nc3ccccc3c(=O)[nH]2)nc2ccccc2c1=O,2,-12,·,96,5,7,99,100,99,97,93
CCN(CC(=O)NC(=O)NC1CCCCC1)Cc1nc2ccccc2c(=O)[nH]1,4,-14,·,99,17,4,101,101,100,101,97
O=C(CNC(=O)c1cccs1)NCCN1CCN(Cc2ccccc2)CC1,7,-8,·,99,19,21,101,105,98,99,96
CCC/C(=N/NC(=O)c1cccc(Cl)c1)c1ccccc1,22,-5,·,98,11,14,104,109,102,101,101
COc1cccc(/C=N/n2c(-c3cccs3)n[nH]c2=S)c1,21,-79,-7,100,13,29,98,101,98,100,106
C=CCn1cc(C(=O)NCc2ccco2)c(=O)c2cc(S(=O)(=O)N3CCCCCC3)ccc21,1,91*,-17,99,23,5,101,103,101,101,97
Cc1ccc(Cl)cc1-c1ccc(C=Nc2ccc(N3CCOCC3)cc2)o1,42,-22,0,93,6,10,95,96,95,98,94
O=C(/C=C/Nc1cccc([N+](=O)[O-])c1)c1cccs1,-11,-21,-24,98,43,2,98,98,96,96,95
COc1cc(NC(=O)c2cc(C(C)C)on2)cc(OC)c1OC,4,-17,·,103,24,6,104,102,100,103,101
CCn1nc(C)c(CN2CCN(Cc3ccsc3)C(CCO)C2)c1C (centres undefined),-7,-42,-21,99,12,11,95,103,99,100,104
Cc1nc(N)sc1-c1csc(Nc2ncccn2)n1,87*,91*,·,102,12,10,99,101,93,98,108
NS(=O)(=O)c1ccc(CCNC(=O)/C=C/c2ccccc2[N+](=O)[O-])cc1,2,2,1,90,11,13,94,94,92,94,92
CC1C2CC(C/C2=N/NC(=O)c2cccs2)C1(C)C (centres undefined),13,-24,·,97,23,9,95,100,98,97,96
CS(=O)(=O)N1CCN(c2ccc(NC(=S)NC(=O)c3ccc4c(c3)OCO4)cc2)CC1,15,-53,-6,96,13,31,91,90,89,95,103
C=CCSc1nnc(Cc2cc(=O)[nH]c(=O)[nH]2)n1-c1cc(C)ccc1C,-7,-20,·,104,23,12,99,97,100,103,96
COC(=O)c1ccc(/C=N/NC(=O)c2cccc(F)c2)cc1,9,-8,·,101,29,13,103,103,100,100,99
COc1ccccc1NC(=O)Cn1c(=O)n(CCc2c[nH]c3ccccc23)c(=O)c2cccnc21,-17,-12,·,98,16,5,99,101,97,98,96
N/C(=N\OC(=O)Cc1cccc2ccccc12)c1ccccn1,9,4,·,97,13,18,98,95,97,99,94
COc1ccccc1/C=N/NC(=O)c1ccccc1NS(=O)(=O)c1ccc(C)cc1,28,6,13,91,12,6,91,94,90,93,92
O=C(/C=C/c1ccco1)NC1CCCC1,3,-15,14,100,12,10,98,100,100,97,98
Cc1ccccc1C1=N/C(=C/c2cccnc2)C(=O)O1,22,1,10,97,10,12,97,101,100,98,99
O=C(COc1ccc(F)cc1)Nc1nccs1,-3,1,·,103,25,9,99,104,100,101,105
CCOC(=O)C(NC(=O)Nc1ncccn1)(Oc1ccccc1)C(F)(F)F (centres undefined),25,-11,6,93,42,8,95,95,94,96,93
CCOC(=O)c1nc(C)n(-c2ccc(Cl)cc2Cl)n1,16,-8,·,103,27,8,101,99,99,101,94
O=C(Nc1ccccc1N1CCOCC1)c1ccc2c(c1)C(=O)N(Cc1ccncc1)C2=O,22,-29,7,101,35,21,100,107,100,101,100
COc1ccc(NC(=O)c2ccc([N+](=O)[O-])cc2[N+](=O)[O-])c(OC)c1,13,-13,15,98,11,23,99,101,99,97,100
Nn1c(COc2ccc(Cl)cc2)n[nH]c1=S,20,-48,-24,92,27,9,96,96,94,93,90
COc1ccc(S(=O)(=O)NC(C)C(=O)Nc2cccc(C(C)=O)c2)cc1 (centres undefined),12,11,14,97,36,8,97,97,94,96,98
c1ccc([C@H]2CC3C[C@@H](c4ccccc4)N2O3)cc1,9,-22,-21,103,22,10,101,102,99,103,95
O=S(=O)(NCc1ccccc1F)c1cccc(S(=O)(=O)N2CCOCC2)c1,11,-4,-24,98,11,9,96,100,101,102,90
COc1ccc(NC(=O)CN(C)CC(=O)Nc2cccc(C(F)(F)F)c2)cc1,2,-34,5,98,11,11,97,101,97,99,103
CCOc1cc(C)nc(N2CCC(C(=O)Nc3ccccc3OCC)CC2)n1,0,-20,·,98,7,15,100,97,97,98,98
COc1ccc(C(=O)C(CN2CCCC2)c2ccccc2)cc1 (centres undefined),11,-9,·,101,5,4,105,107,101,102,101
COC(=O)c1ccnc(/C=N/O)c1,-5,-15,·,101,18,23,105,104,100,99,101
N/C(=N\OC(=O)CCC1CCCC1)c1cccc([N+](=O)[O-])c1,-9,-54,10,96,14,13,95,101,98,95,93
CC(C)N(C(=O)COC(=O)c1ccccc1C(=O)N1CCN(c2ccc(F)cc2)CC1)C(C)C,2,-11,-12,100,38,18,102,101,100,101,99
CN(C)c1nc(N)c([N+](=O)[O-])c(NCCO)n1,4,6,7,98,9,4,101,105,100,103,102
CCOc1ccc(OCC)c(NC(=O)CCSCCc2ccccn2)c1,-1,-6,7,101,14,6,97,101,98,99,103
CC1CC(CC(=O)NNc2nc(-c3ccccc3)cs2)C(=O)O1 (centres undefined),-4,-19,·,97,14,12,94,96,94,94,102
CC(=N[C@@H]1CCCC[C@H]1N=C(C)c1ccccc1O)c1ccccc1O,9,5,-18,98,18,4,99,101,100,98,98
COCCNC(=O)C(c1cccs1)N(C(=O)Cn1nnc2ccccc21)c1ccc(OC)cc1 (centres undefined),4,3,·,100,11,17,99,102,100,99,101
C=CCN(CC=C)Cc1ccc(C(=O)OC)o1,12,0,19,101,31,16,103,102,99,102,94
Cc1ccn2cc(C(=O)NC3CCN(Cc4ccccc4)CC3)nc2c1,-8,-23,-13,101,15,11,102,101,99,100,102
O=S(=O)(c1ccccc1)C1CON(Cc2ccccc2)C1c1ccccc1 (centres undefined),11,-14,·,96,14,11,94,98,96,99,93
COC(=O)CSc1[nH]c2ccc(Br)cc2c1[N+](=O)[O-],17,-3,2,96,10,14,98,99,93,96,94
O=C1C=C(NCc2ccco2)CC(c2ccc(Cl)cc2)C1 (centres undefined),10,-23,·,95,37,9,95,94,93,97,96
# Next records.
SMILES,Mcl1 Noxa PPI,Mcl1-Bid inh,Pf gametocyte,Rab2A wt mod,GSH fluor,Avidin fluor,Cdc42 wt,Rac1 wt GTP bind,Rac1 act GTP bind,HRas wt GTP bind,Rab7 wt modul
COc1ccc(OCCC(=O)N2CCOCC2)cc1,-6,-22,-9,94,15,10,97,99,93,93,99
Cc1cc(Nc2ncc(Cl)cc2Cl)n(-c2ccccn2)n1,1,-39,·,100,268*,7,95,97,95,99,99
Cc1cc(OC(=O)N2CCCCC2)cc(C)c1Cl,23,-15,-3,94,27,16,96,91,94,96,93
Cc1cc(Cl)ccc1NC(=S)NCc1ccco1,5,-41,9,100,15,22,103,103,99,99,99
Cc1ccc(-c2ccccc2NC(=O)C2C3C=CC(C3)C2C(=O)O)o1 (centres undefined),-7,-124,·,98,53,20,96,99,98,98,96
Cc1ccccc1NC(=S)NCCc1ccccc1,-5,-77,-6,105,13,5,105,106,102,109,109
O=P(O)(O)C(O)C(F)(F)C(F)(F)C(F)(F)C(F)F (centres undefined),25,30,-19,?,15,12,?,?,?,?,?
O=C(c1ccccn1)N1CCN(S(=O)(=O)c2ccc3ccccc3c2)CC1,-11,-12,11,104,10,5,100,102,99,102,105
O=C(O)c1cc(-c2cccs2)nn1-c1ccccc1,9,-15,·,89,16,10,84,91,84,89,90
